Tb PFK block = inhibitors of T. brucei phosphofructokinase; O15648; T. brucei PFK, ADP-Glo luminescence; Potency, µM (top dose mostly 57.5 µM), inactives show top-dose activity, negative = inhibition, hits mostly inhibitors; actives 0.17% (n = 330,000); AID 485367;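 also: potency is read from the fitted curve at half-maximal effect; 0% = uninhibited 1x PFK enzyme wells and -100% = no-enzyme wells; nearly all actives have a fitted effect of over 60% in size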
Target sequence (O15648 whole entry, looked up): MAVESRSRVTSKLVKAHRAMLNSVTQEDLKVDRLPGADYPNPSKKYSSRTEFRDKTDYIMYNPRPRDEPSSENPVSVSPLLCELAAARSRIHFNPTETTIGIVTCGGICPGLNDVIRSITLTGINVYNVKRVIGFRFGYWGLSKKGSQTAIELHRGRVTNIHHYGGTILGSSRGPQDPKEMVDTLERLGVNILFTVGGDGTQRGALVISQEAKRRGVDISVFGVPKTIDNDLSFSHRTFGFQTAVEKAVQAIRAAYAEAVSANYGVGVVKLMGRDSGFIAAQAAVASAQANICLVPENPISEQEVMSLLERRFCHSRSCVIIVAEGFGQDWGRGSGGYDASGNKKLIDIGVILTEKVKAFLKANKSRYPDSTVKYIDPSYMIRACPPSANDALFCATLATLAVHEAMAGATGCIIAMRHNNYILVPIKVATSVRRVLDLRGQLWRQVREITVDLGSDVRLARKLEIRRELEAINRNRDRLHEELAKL
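Luminescent ADP detection (ADP-Glo, two-step: ATP depletion then ADP-to-ATP conversion for luciferase) reported PFK activity after 45 min room-temperature reaction of 1.25 nM enzyme with 0.5 mM F6P and 0.1 mM ATP at pH 8.0.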
GALK inh = galactokinase (human) inhibition; Purified GALK, Kinase-Glo residual ATP luminescence; AID 1868; P51570; Potency, µM (series often up to 57.5 µM), for inactives: at the top dose activity change, negative = inhibition, usual class: inhibitors; actives 0.007% (n = 270,000); also: potency is read from the fitted curve at half-maximal effect; % is scaled to controls: 0 for no effect and ±100 for the full control effect
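ATP-depletion format; final 35 uM ATP, 100 uM D-galactose, 5 nM enzyme; pH 8.0 HEPES/Mg2+ buffer; 60 min RT; luminescence read 10 min after detection reagent.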
a7 integrin act = integrin-mediated muscular dystrophy alleviation activation | Potency, µM (series often up to 38.3 µM), without a hit: at the highest dose activation, most hits filed as activators | alpha7betagal myoblasts, beta-gal FDG fluorescence, 48 h | actives 0.064% (n = 350,000);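 also: potency is read from the fitted curve at half-maximal effect; 100% = response of the positive control SU9516; nearly all actives have a fitted effect of over 60% in size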
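Alpha7betagal+/- myoblasts (passage 13) were plated 16-24 hr, then exposed to compounds (1:260 dilution of DMSO stock) for 48 hours at 37C. After MPER lysis, β-galactosidase reporter activity was read as FDG fluorescence (ex 480/em 540) after 30 minutes.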
B2AR arrestin = beta2AR (human) beta-arrestin recruitment activity; Potency, µM (highest dose often 46.1 µM), inactives show at the highest dose activation, hits mostly activators; beta-arrestin recruitment to beta2AR, cell-based reporter; actives 0.02% (n = 330,000); P07550; AID 492947;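 also: potency is read from the fitted curve at half-maximal effect; 0% = DMSO controls and full agonism = EC100 isoproterenol or metaproterenol; nearly all actives have a fitted effect of over 65% in size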
TSG101-PTAP inh = blocks PTAP/TSG101 interaction to inhibit HIV-1 budding; Q99816; Fluorescence polarization, FITC-PTAP peptide / Tsg101 binding; Potency, µM (highest dose often 115 µM), inactives show at the top dose activity change, negative = inhibition, hits mostly inhibitors; 340,000 tested, under 10 active; AID 493005; active = well fitted inhibition curve with a large enough effect in the main read-out, with a control signal flat, not every such curve was filed as active; inconclusive = small, poorly fitted or top-dose-only effect, or effect the other way, or a change in a side signal; inactive = no such curve, though single readings can be large or run the other way; also: potency is read from the fitted curve at half-maximal effect; % of control where 0% means no effect
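Fluorescence polarization binding of Tsg101 binding domain (10 uM final) to FITC-labeled PTAP peptide (50 nM final) in HEPES pH 7.5 buffer with NaCl, Tween 20, EDTA, TCEP. Compounds added before peptide; binding 20 min at RT.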
ASM inhibitor = inhibitors of human secretory acid sphingomyelinase; Potency, µM (top dose mostly 57.5 µM), inactives show top-dose activity change, negative = inhibition, actives largely listed as inhibitors; P17405; actives 0.006% (n = 340,000); placental ASM, HMU-PC fluorogenic substrate, 60 min; also: potency is read from the fitted curve at half-maximal effect
Target sequence (P17405 47-631 limits assumed): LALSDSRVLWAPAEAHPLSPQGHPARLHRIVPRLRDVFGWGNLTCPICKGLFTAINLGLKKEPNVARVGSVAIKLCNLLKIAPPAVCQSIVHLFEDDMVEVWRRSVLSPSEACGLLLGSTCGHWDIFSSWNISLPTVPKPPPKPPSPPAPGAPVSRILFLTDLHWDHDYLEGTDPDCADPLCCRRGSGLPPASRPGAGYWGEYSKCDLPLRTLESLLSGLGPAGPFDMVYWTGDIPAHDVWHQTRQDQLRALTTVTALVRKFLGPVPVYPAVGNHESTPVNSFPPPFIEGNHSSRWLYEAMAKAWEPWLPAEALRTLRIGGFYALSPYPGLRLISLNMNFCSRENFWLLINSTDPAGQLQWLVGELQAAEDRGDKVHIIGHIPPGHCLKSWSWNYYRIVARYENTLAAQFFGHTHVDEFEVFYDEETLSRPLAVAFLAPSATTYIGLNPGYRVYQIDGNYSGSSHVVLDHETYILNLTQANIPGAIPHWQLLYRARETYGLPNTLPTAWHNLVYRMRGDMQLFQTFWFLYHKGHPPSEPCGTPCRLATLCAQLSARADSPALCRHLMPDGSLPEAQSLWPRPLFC
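Human placenta-derived ASM preincubated with compound 10 min at room temperature, then reacted with 9 uM (final) fluorogenic HMU-PC substrate for 60 min at 37 C. Stop solution raises pH to 10; fluorescence read at Ex 386/Em 447 nm.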
BCR signal inh = blocks chronic active B-cell receptor signaling | ABC-DLBCL IkBa-CBG/CBR reporter, luminescence ratio, 4 h | Potency, µM (titrated, usually from 46.1 µM), for the others: at the highest dose ratio change, negative = lower green/red ratio, actives largely listed as inhibitors | actives 0.05% (n = 340,000) | AID 493014; active = well fitted inhibition curve with a large enough effect in the signal ratio, with a control signal flat, not every such curve was filed as active; inconclusive = small, poorly fitted or top-dose-only effect, or effect the other way, or a change in a side signal; the % refers to the signal ratio;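 also: potency is read from the fitted curve at half-maximal effect; plate controls were basal doxycycline-induced cells for no effect and cells given 10 µM MG132 for full effect; MG132 reads +100%, hits lower the ratio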
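Doxycycline induced both beetle luciferases in TMD8 lymphoma cells; IKK-driven degradation limits the IkappaBalpha-fused green signal, while red luminescence normalises for cell number and nonspecific effects. Compounds tested up to 46 uM, 4 hrs.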
Giardia killer = kills Giardia lamblia; Giardia lamblia trophozoite viability; activity change, % at 7.66 µM, hits read low; actives 0.15% (n = 340,000); in the data active = activity change below about -80%; inconclusive = between about -30% and that limit;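 also: parasites exposed to compound for two days anaerobically before the ATP read; % is scaled to controls: 0 for no effect and ±100 for the full control effect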
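Luminescence from cellular ATP indicates surviving trophozoites (100 cells/well) following 48 hrs anaerobic compound treatment at 37 deg C; signal develops 15-30 min at room temperature.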
Coupling enz = inhibits coupling enzyme system, counter-screen for aldolase hits | actives 0.67% (n = 290,000) | AID 2472 | coupling enzyme system counterscreen, AmpLite Red fluorescence | activity change, negative = inhibition, % at 58.2 µM, hits read low; in the data active = activity change below about -30%; also: % is scaled to controls: 0 for no effect and ±100 for the full control effect
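First, compound is pin-transferred into glyceraldehyde-3-phosphate coupling-enzyme reagent at 57.5 uM final and held 10 min at RT. Next, substrate, coupling system and AmpLite Red are added. After 20 min RT, fluorescence (525/598 nm) is read.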
Menin MLL FP TR = menin-MLL binding inhibition, Texas Red mutant peptide | actives 0.23% (n = 270,000) | AID 1768 | O00255 | Menin + Texas Red MLL mutant peptide, fluorescence polarization | Potency, µM (highest dose often 61.6 µM), without a hit: at the highest dose FP activity change, negative = inhibition, hits mostly inhibitors; active = well fitted inhibition curve with a large enough effect in the polarisation, with a control signal flat, not every such curve was filed as active; inconclusive = small, poorly fitted or top-dose-only effect, or effect the other way, or a change in a side signal; inactive = no such curve, though single readings can be large or run the other way; the % refers to the polarisation; also: potency is read from the fitted curve at half-maximal effect; % of control where 0% means no effect; many of its hits are not listed in these tables
PKM2 act = activators of human pyruvate kinase M2; purified PKM2, Kinase-Glo ATP luminescence, activation; response scale: 0% is enzyme alone, no compound; Potency, µM (titrated, usually from 57.5 µM), inactives show at the top dose activation, hits mostly activators; actives 0.34% (n = 260,000); AID 1631; also: potency is read from the fitted curve at half-maximal effect; % is scaled to controls: 0 for no effect and ±100 for the full control effect; nearly all actives have a fitted effect of over 55% in size
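Purified hPK-M2 (>95%) run at intermediate activity with 0.1 mM ADP and 0.5 mM PEP in 50 mM imidazole pH 7.2, KCl, MgCl2; 1 h room temperature. ATP formed read by Kinase-Glo luminescence; normalized to uninhibited and no-enzyme controls.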
Numbers without * were called inactive; ? = inconclusive; nt = not tested or not shown; [ ] = another dose, or the depositor's remark. Unless noted, calls follow the shape of the dose curve; as a rule, active = well fitted curve in the direction sought with a large enough effect; inconclusive = small, poorly fitted or top-dose-only effect, or another doubt; inactive = no such curve, though single readings can be large; an effect the other way counts as inactive or inconclusive. These rows are one share of the data; rates above refer to the full screens.

SMILES	Tb PFK block	GALK inh	a7 integrin act	B2AR arrestin	TSG101-PTAP inh	ASM inhibitor	BCR signal inh	Giardia killer	Coupling enz	Menin MLL FP TR	PKM2 act
Cc1ccc(C(=O)CCNc2ccc(Cl)cc2)o1	2.2%	0.5%	-2.8%	0.1%	-0.6%	-2.7%	-12.2%	17.6	2.1	0.9%	4.4%
Cc1c(C(=O)O)c(C(=O)O)c2n1CCS2	-12.5%	-1.2%	23.3%	-1.0%	-6.8%	2.2%	8.0%	9.9	-2.9	nt	-1.3%
COc1ccccc1NC(=O)COC(=O)C12CC3CC(CC(Cl)(C3)C1)C2	-1.1%	-2.7%	4.6%	-0.7%	-5.5%	-8.7%	0.4%	-24.7	-1.5	-13.0%	1.2%
CCCn1c(SC(C)C(=O)O)nc2ccccc21 (stereo not given)	1.1%	0.0%	-2.4%	-0.1%	-5.9%	2.9%	8.2%	1.2	8.5	4.8%	3.1%
CCC1CO/C(=C(\C(=C(Cl)Cl)N2CCOCC2)[N+](=O)[O-])N1 (stereo not given)	-2.5%	13.9%	2.6%	-0.8%	-6.8%	-3.2%	?	-1.0	2.9	15.6%	-7.9%
CCOc1ccc(N2C(=O)C3ON(c4ccccc4)C(c4ccco4)C3C2=O)cc1 (stereo not given)	-1.3%	-2.0%	?	-1.5%	-3.7%	-6.5%	15.7%	-9.4	0.9	-20.1%	4.7%
O=C(CC1C(=O)NCCN1C/C=C/c1ccccc1)NCCCC1CCCC1 (stereo not given)	1.0%	2.0%	13.6%	0.4%	-0.5%	-1.0%	?	-29.7	3.9	11.3%	0.4%
COc1cccc(-n2c(=S)sc3c(=O)n(-c4ccccc4OC)c(SCC4OCCO4)nc32)c1	0.1%	-0.5%	0.0%	-0.1%	-7.5%	6.5%	0.8%	-29.0	-11.3	-17.3%	0.5%
CC1(c2ccc(Cl)cc2)NC(=O)N(CC(=O)Nc2ccc(N3CCCCC3)cc2)C1=O (stereo not given)	0.0%	nt	-15.6%	-0.1%	-2.1%	1.0%	1.7%	4.5	nt	nt	nt
Cc1onc(NC(=O)NC(=O)c2c(Cl)cccc2Cl)c1Br	-0.3%	3.9%	-39.0%	0.1%	-0.9%	-3.4%	-0.9%	-8.9	nt	nt	-4.1%
CC(C)(C)NC(=O)NC(=O)COC(=O)c1nc(-c2ccccc2)n(-c2cccc(C(F)(F)F)c2)n1	2.3%	1.9%	-5.2%	-0.5%	-7.0%	-21.4%	?	0.7	1.0	-13.7%	-10.9%
COc1cccc(OCc2nnc(SCc3cc(=O)[nH]c4ccccc34)o2)c1	2.7%	1.8%	-14.8%	-0.4%	-2.0%	-3.4%	-14.4%	11.0	0.5	-2.4%	-7.0%
Cc1nnc(-c2ccc(N3CCCCCC3)c([N+](=O)[O-])c2)o1	0.3%	7.4%	22.2%	0.2%	-5.0%	-10.9%	-0.3%	5.9	1.2	nt	0.0%
Cc1cccc(N2CCN(C(=O)COc3ccc4c(c3)CCC4)CC2)c1C	9.7%	-0.1%	-9.4%	-0.4%	-3.9%	-5.6%	17.0%	-2.3	0.7	?	-0.8%
Cn1c(N)c(C(=O)CSc2nc3ccccc3n2-c2ccccc2)c(=O)n(C)c1=O	1.0%	0.2%	19.8%	0.3%	-2.9%	-0.9%	2.9%	-3.2	0.6	-0.9%	0.5%
CSC1=C(C#N)C(CC(C)C)C(C(C)=O)=C(C)N1 (stereo not given)	-2.6%	1.5%	-5.0%	-0.2%	-6.0%	3.1%	1.3%	7.6	0.0	0.4%	1.5%
O=C(NC1CCCCC1)NC1CC2CCC(C1)N2Cc1nnnn1Cc1ccc2c(c1)OCO2 (stereo not given)	0.7%	-1.0%	14.9%	-0.2%	-5.0%	1.2%	?	1.9	nt	-6.0%	0.3%
Cc1sc(NC(=O)CSc2nnnn2C2CCCC2)c(C#N)c1C	3.3%	1.8%	-10.8%	-0.5%	-3.4%	-1.8%	2.9%	11.6	-6.5	-12.7%	0.0%
O=C(Nc1ccon1)c1cccc(Cl)c1	-8.0%	-2.0%	4.5%	-0.3%	-0.8%	1.6%	?	-2.4	0.2	-0.9%	5.4%
O=C(c1ccccc1)c1cnc(-c2ccc(Cl)cc2)s1	-2.7%	0.2%	-14.9%	0.3%	-5.6%	1.1%	?	2.5	-0.7	nt	-10.0%
COc1ccc(NC(=O)c2cnn(-c3ccccc3)c2C)cc1OC	0.2%	1.9%	21.4%	0.0%	1.4%	-0.5%	-1.6%	3.1	-1.6	3.3%	-5.6%[11.5 µM]
N#CCN1C(=O)NC2(CCCc3sccc32)C1=O (stereo not given)	4.7%	9.0%	-0.8%	-0.3%	-3.3%	-3.3%	-1.4%	-14.3	0.0	-1.7%	0.5%
CN(c1ccc(C(=O)NCCc2ccccc2)cc1)S(C)(=O)=O	1.1%	-1.3%	-7.7%	-0.2%	-1.9%	-4.1%	?	5.5	2.9	-4.2%	-1.4%
COc1ccc([C@@H]2CC=C(C(=O)O)[C@H](c3cccc(Cl)c3)N2S(=O)(=O)c2ccc(C)cc2)cc1OC	0.0%	nt	-6.8%	0.1%	-4.0%	3.9%	7.8%	-10.4	nt	nt	nt
CC(c1nnc(SCn2nnc3ccccc3c2=O)n1-c1ccc(Cl)cc1)N(C)C (stereo not given)	2.0%	4.6%	12.7%	0.1%	-1.3%	4.2%	0.3%	-8.8	1.8	-4.7%	3.2%
COc1ccc(C)cc1S(=O)(=O)N1CCC2(CC1)OCCN2S(=O)(=O)c1cccs1	2.2%	nt	-22.2%	0.1%	-2.5%	1.0%	-3.2%	-11.2	nt	nt	nt
COC(=O)N[C@H](CC(C)=O)c1cccc(C(F)(F)F)c1	5.7%	nt	5.5%	-2.0%	-1.0%	-4.6%	5.5%	-12.3	3.1	-5.2%	3.0%
CCOC(=O)c1c(-c2ccc(OC)c(OC)c2)csc1NC(=O)C1CCCO1 (stereo not given)	-1.2%	7.3%	-20.2%	-0.7%	0.2%	0.1%	?	-1.6	1.0	-24.0%	-6.1%
CC(Oc1ccccc1)C(=O)Nc1cccc([N+](=O)[O-])c1 (stereo not given)	2.3%	-4.0%	24.0%	0.3%	-4.8%	-0.4%	3.9%	-4.1	4.1	13.6%	-0.8%
O=C(COc1ccccc1F)Nc1ccccc1C(=O)NC1CC1	2.8%	nt	-22.4%	0.0%	-2.7%	4.8%	?	26.3	nt	nt	nt
CCOC(=O)c1c(C)oc2ccc(NS(=O)(=O)c3ccc(C(=O)O)cc3)cc12	3.2%	4.3%	0.0%	-0.2%	-3.1%	11.1%	0.1%	-16.5	14.1	14.8%	4.0%
COc1ccc(Cc2c(N)nc(N)nc2N)cc1	-2.6%	-1.7%	8.7%	-0.3%	-11.6%	6.6%	-1.6%	16.0	nt	14.8%	1.6%
CC(C)c1nnc(NC(=O)CCC(=O)NCC2CCCO2)s1 (stereo not given)	2.5%	2.2%	6.0%	-0.5%	-8.4%	0.7%	?	-8.6	0.0	8.3%	-0.2%
O=C(Cn1c(=O)c2cccn2c2cccnc21)NCCCN1CCN(c2ccc(F)cc2)CC1	-0.3%	4.3%	?	0.5%	0.8%	9.0%	-5.2%	-2.9	nt	nt	nt
O=C(NCCCN1CCOCC1)c1cc(-c2ccccc2F)no1	0.0%	4.1%	-11.3%	-0.2%	-7.6%	0.7%	?	-22.5	nt	nt	nt
CC(=O)Nc1ccc(S(=O)(=O)NCC(=O)NC(C)c2ccc(S(N)(=O)=O)cc2)cc1 (stereo not given)	0.3%	-0.4%	5.6%	-0.2%	-10.2%	2.5%	?	-3.2	-0.1	nt	-1.2%
O=S(=O)(c1cccc2cccnc12)N1CCN(c2ccccc2)CC1	-8.3%	0.2%	2.5%	-0.1%	-2.2%	-0.9%	?	5.3	1.2	1.6%	1.7%
O=C1C(c2ccc(F)cc2)N(Cc2ccc3c(c2)OCO3)C(=O)CN1C1CCCCCC1 (stereo not given)	0.3%	-2.5%	-2.9%[7.66 µM]	-0.1%	-3.1%	0.0%	3.7%	-2.0	-3.8	-21.7%	-6.2%
C/C(=N\NC(=O)c1cccs1)C(C)(C)C	-0.1%	1.4%	6.3%	-0.7%	-6.9%	-0.3%	?	3.6	-1.1	-7.9%	-3.6%
